# Screening results from PubChem.
# TexasRed fluor = counter-screen for TRb-SRC2 inhibitors: fluorescence interference. 0.29% of 280,000 active. TRb/SRC2 Texas Red total fluorescence interference. AID 1479. Potency, µM (top dose mostly 106 µM), without a hit: top-dose fluorescence change, negative = quenching; active = well fitted curve in either direction with a large enough effect; inconclusive = small, poorly fitted or top-dose-only effect
#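 Flags fluorescent or light-absorbing compounds by total fluorescence, S + 2P, at 555 nm excitation and 632 nm emission. Mixture: 20 nM Texas Red SRC2 peptide, 0.6 uM human TRb LBD, 1 uM T3, 5% DMSO; compound exposure 5 h at ambient temperature.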
# Tau fluor cs = counter-screen for tau fibril formation inhibitors; Potency, µM (titrated, usually from 57.7 µM), for inactives: top-dose activity change, negative = decrease; 0.93% of 280,000 active; AID 1463; tau K18 P301L Alexa594 fluorescence, heparin fibrillization; also: nearly all actives have a fitted effect of over 55% in size
#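 Human K18 P301L tau (15 uM unlabeled plus 0.24 uM Alexa 594-labeled, final) in 100 mM sodium acetate pH 7 was mixed with compound and 20 uM heparin and incubated 6 hr at 37 C.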
# TRb-SRC2 inh = inhibitors of human thyroid hormone receptor beta-SRC2 interaction. P10828. TRbeta-SRC2 peptide binding, fluorescence polarization; receptor liganded with 1 µM T3. Potency, µM (doses to about 106 µM), without a hit: at the highest dose activity change, negative = inhibition, usual class: inhibitors. 0.065% of 280,000 active;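 also: plate controls were bound peptide for no effect and peptide without receptor for full effect; nearly all actives have a fitted effect of over 50% in size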
# Target sequence (P10828 whole entry, looked up): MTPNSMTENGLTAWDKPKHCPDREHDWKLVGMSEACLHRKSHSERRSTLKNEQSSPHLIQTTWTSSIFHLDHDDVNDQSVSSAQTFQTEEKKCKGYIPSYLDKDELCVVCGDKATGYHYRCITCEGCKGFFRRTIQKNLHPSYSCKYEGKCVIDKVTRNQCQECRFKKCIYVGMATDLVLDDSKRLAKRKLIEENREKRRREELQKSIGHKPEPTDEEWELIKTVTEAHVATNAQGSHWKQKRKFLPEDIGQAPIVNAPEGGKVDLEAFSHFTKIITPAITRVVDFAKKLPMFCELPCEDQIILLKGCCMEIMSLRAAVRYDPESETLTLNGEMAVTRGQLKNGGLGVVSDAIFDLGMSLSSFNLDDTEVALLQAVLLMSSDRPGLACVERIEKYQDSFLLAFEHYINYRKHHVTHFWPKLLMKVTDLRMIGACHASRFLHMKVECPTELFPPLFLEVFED
#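 Fluorescence polarization of 20 nM Texas Red SRC2 peptide (20-aa NR interaction domain) bound to 0.6 uM human TRb ligand-binding domain, with 1 uM T3, after 5 hr at ambient temperature; inhibition seen as decreased polarization.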
# Tau ThT inhib = tau fibrillization inhibition (ThT binding); Potency, µM (series often up to 57.4 µM), for the others: at the top dose activity, negative = inhibition, hits mostly inhibitors; P10636; 2.1% of 270,000 active; recombinant tau K18 P301L, heparin-induced fibrillization, ThT fluorescence; also: nearly all actives have a fitted effect of over 55% in size
# Target sequence (P10636 561-689 P618L limits assumed): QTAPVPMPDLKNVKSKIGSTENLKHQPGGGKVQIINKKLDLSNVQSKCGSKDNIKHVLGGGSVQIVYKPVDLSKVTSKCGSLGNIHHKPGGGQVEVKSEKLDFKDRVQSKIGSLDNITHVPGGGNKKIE
#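 K18 P301L tau (15 uM + 0.24 uM Alexa 594-tagged), heparin 20 uM, NaOAc pH 7, 6 h 37 C; ThT 30 uM, 1 h RT, ex 450/em 510 nm.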
# L3MBTL1 block = inhibitors of human L3MBTL1 | AlphaScreen L3MBTL1–H3K9me1 peptide binding | 0.66% of 230,000 active | Potency, µM (highest dose often 57.1 µM), for the others: at the highest dose activity, negative = inhibition, most hits filed as inhibitors; also: nearly all actives have a fitted effect of over 60% in size
#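 Read-out is AlphaScreen signal from streptavidin donor and nickel chelate acceptor beads (10 ug/mL final each) bridging L3MBTL1 (50 nM) and biotinylated K9-monomethylated H3(1-15) peptide (75 nM), after 30 min compound exposure at room temperature.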
# ALDH1A1 block = ALDH1A1 (human) enzyme inhibition; 7.3% of 220,000 active; AID 1030; Purified ALDH1A1, NADH fluorescence, propionaldehyde substrate; Potency, µM (series often up to 75.3 µM), for inactives: at the top dose activity, negative = inhibition, most hits filed as inhibitors; P00352; active = well fitted inhibition curve with a large enough effect, not every such curve was filed as active; inconclusive = small, poorly fitted or top-dose-only effect, or another doubt; inactive = no such curve, though single readings can be large or run the other way;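 also: plate controls were no enzyme wells and a reference inhibitor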
# Target sequence (P00352 whole entry, looked up): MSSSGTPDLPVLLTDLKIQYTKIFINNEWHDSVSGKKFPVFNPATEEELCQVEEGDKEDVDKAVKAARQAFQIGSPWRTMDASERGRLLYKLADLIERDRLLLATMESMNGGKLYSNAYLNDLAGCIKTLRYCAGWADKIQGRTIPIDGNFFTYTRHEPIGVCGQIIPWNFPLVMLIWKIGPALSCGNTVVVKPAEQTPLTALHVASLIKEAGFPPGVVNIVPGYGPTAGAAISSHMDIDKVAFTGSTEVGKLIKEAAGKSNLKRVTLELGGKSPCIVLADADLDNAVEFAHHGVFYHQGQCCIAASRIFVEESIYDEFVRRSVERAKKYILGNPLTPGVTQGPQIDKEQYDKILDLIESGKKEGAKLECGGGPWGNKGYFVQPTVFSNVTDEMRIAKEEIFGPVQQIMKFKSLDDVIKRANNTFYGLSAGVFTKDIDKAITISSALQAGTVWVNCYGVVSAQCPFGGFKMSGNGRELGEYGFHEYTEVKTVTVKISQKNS
# Tau fibril FP = inhibitors of human tau fibril formation. Potency, µM (highest dose often 57.7 µM), for inactives: top-dose activity, negative = inhibition, most hits filed as inhibitors. 0.39% of 280,000 active. K18 P301L tau heparin fibrillization, Alexa594 FP, 6 h. AID 1468; also: nearly all actives have a fitted effect of over 55% in size
#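 Heparin (20 uM) drove fibril formation of recombinant tau K18 P301L, 15 uM unlabeled with 0.24 uM Alexa 594 label, for 6 hr at 37 C in 100 mM sodium acetate pH 7. Fluorescence polarization (555/632 nm) read 1 hr after 30 uM ThT.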
# aGal spleen mod = inhibitors or activators of human alpha-galactosidase in spleen homogenate | P06280 | Potency, µM (doses to about 80 µM), for the others: top-dose activity change, negative = inhibition, usual class: inhibitors | human spleen homogenate, 4MU-alpha-Gal fluorescence, 40 min | 0.008% of 240,000 active;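 also: 0% = enzyme with vehicle and -100% = no enzyme basal signal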
#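 Human spleen homogenate (1 ug) was the enzyme source, with 4-methylumbelliferyl-alpha-D-galactopyranoside (1 mM final) in pH 5.0 citrate buffer with 0.01% Tween-20. Compounds were titrated; after 40 min at 37C, NaOH/glycine stop, 4-MU fluorescence read; AC50 from Hill fits.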
# * marks the source's active call; other numbers are inactive results; u = inconclusive; x = no result given; & = joins results of further samples; [ ] = dose if it differs, or a comment. Unless noted, calls follow the shape of the dose curve; as a rule, active = well fitted curve in the direction sought with a large enough effect; inconclusive = small, poorly fitted or top-dose-only effect, or another doubt; inactive = no such curve, though single readings can be large; an effect the other way counts as inactive or inconclusive. Unless noted, % is scaled to controls: 0 for no effect and ±100 for the full control effect; potency is read from the fitted curve at half-maximal effect.
# Every second line gives: Tau fluor cs, TRb-SRC2 inh, ALDH1A1 block, aGal spleen mod, Tau fibril FP, Tau ThT inhib, L3MBTL1 block, TexasRed fluor
> COC(=O)c1ccc(C23CC4(C2)[C@H](CN(Cc2ccc(C(F)(F)F)cc2)[C@@H]4c2ccccc2)C3c2ccccc2)cc1 (stereo partly specified)
    -7%&4%, 0%&1%, -8%, -4%&-5%, -11%&-7%, -6%&-6%, x, 0%&0%
> CCc1ccc(C(=O)NCc2ccc(Cl)cc2Cl)cc1
    -21%, -3%, 2%, -2%, 0%, -17%, 27%, -1%
> CN(C)CCCN1C(=O)C(=O)/C(=C(/O)c2ccccc2)C1c1ccccn1 (stereo unspecified)
    -5%, -6%, -2%, 15%, -1%, -15%, 1%, -1%
> Cc1cc(C)n2nc(C(=O)OCC(=O)N3CCC3)nc2n1
    2%, 2%, 3%, 7%, -3%, -1%, 5%, -3%
> Cc1cccc(NC(=S)NCCc2ccc(F)cc2)c1C
    -10%, 1%, -2%, 0%, -10%, -3%, 3%, 2%
> O=c1[nH]c(=O)n(-c2ccccc2)c2c1C(C(F)(F)F)(C(F)(F)F)N=C(C1CCCCC1)N2
    -1%, 2%, u, 12%, 3%, -6%, 1%, -3%
> COc1cc(OC)cc(-c2sc3ccccc3c(=O)c2I)c1
    -23%[81.3 µM], 4%, -15%, -7%, -5%[81.3 µM], -19%[81.4 µM], x, 0%
> COc1ccccc1C(=O)C1CCCN(C(=O)C2CCCC2)C1 (stereo unspecified)
    -4%, -1%, 8%, 3%, 5%, -6%, 11%, -4%
> O=C(CSc1nnc(Cc2ccccc2)n1-c1cccc(Cl)c1)N1CCOCC1
    -6%, -9%, 0%, 0%, -5%, -10%, 14%, -1%
> COc1ccc(S(=O)(=O)N2CCC(C(=O)NCC3CCCO3)CC2)cc1OC (stereo unspecified)
    2%, -4%, 4%, 4%, 1%, -9%, 5%, 4%
> Cc1ccc(NC(=O)Nc2cccs2)cc1
    u, 9%, -14%, -3%, 14%, u, -9%, -3%
> O=C(CCS(=O)(=O)c1ccc(Br)cc1)Nc1cc(F)ccc1F
    -2%, 9%, 22µM*, 1%, -5%, -7%, 28µM*, 0%
> CCC(C)NC(=O)C1CCN(S(=O)(=O)c2ccc(Br)s2)CC1 (stereo unspecified)
    -22%, 6%, u, 2%, -4%, -17%, -2%, 3%
> CCNc1nc(NC(C)C)nc(Oc2ccc(OCc3ccccc3)nn2)n1
    -5%, -6%, 1%, -7%, 2%, -7%, 4%, -2%
> CC(=O)c1ccc(C(=O)N2CCc3c([nH]c4ccccc34)C2c2ccccn2)s1 (stereo unspecified)
    -6%, -1%[53 µM], 4%, -4%, 0%, -1%, u, -1%[53 µM]
> COc1ccc2c(c1)c1c(c(=O)n(-c3ccccc3C)c(=O)n1Cc1cccc(C(F)(F)F)c1)n2C
    -5%, -5%, x, x, -6%, 6%, x, -2%
> Cc1ccc(N2CC(O)=C(c3nc4ccccc4c(=O)[nH]3)C2=N)cc1C
    -7%, 7%, -1%, 4%, -5%[2.34 µM], -8%, -5%, 5%
> COc1ccc(NC(=S)NN(C)C(=S)Nc2ccc(OC)cc2)cc1
    u, -8%, u, 4%, 12%, u, -7%, -4%
> Cn1c(=O)cc(SCC(=O)N2CCN(c3ccccc3)CC2)c2ccccc21
    -6%&-13%, -6%&4%, 4%, 8%, -6%&9%, u, x, -2%&1%
> Fc1ccc(-c2csc(-c3ccncc3)n2)cc1
    -5%, -3%, -2%, 5%, -6%, -1%, x, -1%

# A portion from further up, for reference:
# Every second line gives: Tau fluor cs, TRb-SRC2 inh, ALDH1A1 block, aGal spleen mod, Tau fibril FP, Tau ThT inhib, L3MBTL1 block, TexasRed fluor
> COc1ccc(NC(=S)NN(C)C(=S)Nc2ccc(OC)cc2)cc1
    u, -8%, u, 4%, 12%, u, -7%, -4%
> Cn1c(=O)cc(SCC(=O)N2CCN(c3ccccc3)CC2)c2ccccc21
    -6%&-13%, -6%&4%, 4%, 8%, -6%&9%, u, x, -2%&1%
> Fc1ccc(-c2csc(-c3ccncc3)n2)cc1
    -5%, -3%, -2%, 5%, -6%, -1%, x, -1%

# The listing continues.
# Every second line gives: Tau fluor cs, TRb-SRC2 inh, ALDH1A1 block, aGal spleen mod, Tau fibril FP, Tau ThT inhib, L3MBTL1 block, TexasRed fluor
> N/C(Cc1ccc(Cl)cc1Cl)=N\OC(=O)c1ccccc1F
    -17%, -6%, -15%, 1%, 3%, -11%, 78%[activator], -3%
> O=C(Nc1cccc(Cl)c1)c1ccc(Cn2cc(Cl)cn2)cc1
    u, 3%, 0%, -2%, u, -2%, 13%, 0%
> Cn1c(-c2nc(-c3ccccc3)cs2)nc2ccccc21
    -4%, 3%, u, -2%, 0%, -10%, x, -2%
> COc1ccc(-c2[nH]ncc2CN2CCC(OCc3ccccn3)CC2)c(F)c1
    -2%, -1%, x, 9%, 5%, -1%, -8%, -2%
> COc1ccc(Cl)cc1NC(=O)Cn1c(=O)n2nc(C)nc2c2ccccc21
    -8%, -2%, 7.9µM*, -13%, -11%, -11%, x, -5%
> COc1cccc2sc(N3CCN(C(=O)CCS(=O)(=O)c4ccc(F)cc4)CC3)nc12
    -8%, -10%, x, x, -2%, u, x, 0%
> N#Cc1c(-c2ccc(F)cc2)cc(-c2cccnc2)nc1N
    11%, -1%[53 µM], u, 28%, 6%, 9%, 1%, -3%[53 µM]
> Cc1cc[n+]2cc(-c3cccc([N+](=O)[O-])c3)c(-c3cccc([N+](=O)[O-])c3)cc2c1
    -8%, -8%, u, -1%, 2%, u, -5%, -2%
> O=C(COc1ccccc1F)NCC(c1ccco1)N1CCCC1 (stereo unspecified)
    -8%, -3%, 1%, 3%, 4%, -9%, 0%, 4%
> Cc1[nH]c2ccc(F)cc2c1CCN(Cc1cccnc1)C(=S)Nc1ccc(F)cc1
    8%, -5%, u, -6%, 7%, 10%, -11%, 1%
> CC(=O)Oc1cccc(N2C(=O)c3ccc(C(=O)Nc4cccnc4)cc3C2=O)c1
    -10%, -4%, 18µM*, -6%, -15%, -13%, x, -4%
> Cc1nc(C(C)N(C)Cc2nc(-c3ccc4c(c3)OCO4)no2)c(C)s1 (stereo unspecified)
    -6%, -7%, -8%, 0%, 2%, -9%, 7%, -4%
> COc1ccccc1C(=O)N1CCC(N2CCN(c3ccccc3OC)CC2)CC1
    -16%, -9%, x, 15%, -5%, -18%, -6%, -4%
> Cc1ccc(S(=O)(=O)N2CC(O)CC2C(=O)Nc2ccc3c(c2)CCC3)cc1 (stereo unspecified)
    -11%, -11%, -11%, 4%, 10%, -13%, x, -1%
> COC(=O)C1=C(O)/C(=C\c2ccc(CNC(=O)C(=O)Nc3ccc(C)cc3)o2)N=C1C
    -12%, 8%, u, 3%, -7%, u, 7.9µM*, 3%
> COc1ccccc1NC(=O)CSc1nnnn1-c1ccc(C)cc1
    -11%, 1%, 6%, -1%, 2%, -6%, 4%, -6%
> CCN(CC)c1ccc2cc(-c3nc(-c4cc(OC)c(OC)c(OC)c4)no3)c(=O)oc2c1
    -9%, 6%, x, x, -7%, u, x, -3%
> O=C(/C=C\c1cn(-c2ccccc2)nc1-c1ccccc1)Nc1nccs1
    u, 1%, u, 5%, u, -3%, -6%, -1%
> O=C(NCc1ccc2c(c1)OCO2)C1CCN(c2nccc(C(F)(F)F)n2)CC1
    -7%, -3%, x, -1%, -11%, -8%, 6%, -1%
> CCc1nc2c(cnn2-c2ccc(Cl)cc2)c(=O)n1-c1ccc(OC)cc1
    -1%, 4%, 2%, -7%, -4%, -10%, 4%, -5%
> Cc1ccc(/C=C2\C(=O)Nc3ccccc32)o1
    1%, -13%[53 µM], 7.9µM*, -2%, -3%, 5%, -4%, 0.11µM*[quencher]
> Cc1cccnc1NC(=O)Nc1ccccc1
    1%, -2%, x, 5%, 3%, -3%, x, 2%
> CCOc1ccc(NS(=O)(=O)c2ccc(NC(C)=O)c(OC)c2)cc1
    -11%, -4%, 5µM*, 4%, 4%, -14%, x, 1%
> CCCCCCCn1ccc(=N)cc1
    -9%, -8%, 1%, 8%, -11%, -4%, x, -1%
> COc1ccc(OC)c(NC(=O)C(Sc2ccccc2)c2ccccc2)c1 (stereo unspecified)
    u, 7%, u, -10%, -6%, -16%, -2%, 2%
> Cc1cc(N2CCN(c3ccccc3)CC2)nc(-c2ccccc2O)n1
    u, -16%, u, 9%, 5%, u, x, 4%
> COc1cc(/C=C2\SC(=O)N(c3ccccc3Cl)C2=O)cc([N+](=O)[O-])c1O
    16µM*[quencher], 6%, 0.16µM*, -5%, -11%, 4µM*, u, -10%
> CCCCCCCCCCCCCCCCCC(=O)OC(CC(=O)O)C[N+](C)(C)C (stereo unspecified)
    -2%, 3%, -15%, u, -1%, u, x, 1%
> CCOC(=O)c1cnn(-c2ncnc3c2cnn3C)c1N
    -13%, 1%, x, 14%, -1%, x, x, -1%
> CC(=O)Nc1ccc(NC(=O)C2CCCN(c3nnc(-n4cccc4)s3)C2)cc1 (stereo unspecified)
    -18%, -7%, 0%, 11%, -6%, -15%, -4%, -2%
> O=C(O)CC1S/C(=N\N=C/c2ccccc2)N(c2ccc(O)cc2)C1=O (stereo unspecified)
    -28%, -2%, 1%, 12%, u, -11%, 5%, -5%
> CCn1c(SC(C)C(=O)OC)nnc1-c1c[nH]c2ccccc12 (stereo unspecified)
    -6%, -6%, 16%, 7%, -5%, -5%, x, 0%
> Cc1ccc(C2=NN(S(C)(=O)=O)C(c3cccs3)C2)cc1 (stereo unspecified)
    -6%, 8%, -8%, -1%, 6%, 2%, 3%, 2%
> O=S(=O)(Nn1cnnc1)c1ccc2ccccc2c1
    1%, -2%, -6%, -3%, 15%, -2%, x, 6%
> CC(C)(Oc1ccc(Cl)cc1)C(=O)Nc1ccc2oc(-c3ccncc3)nc2c1
    -8%, 2%, u, 0%, 1%, u, x, -2%
> O=C(O)C1Cc2ccccc2CN1C(=O)CCl (stereo unspecified)
    -3%, 1%, u, 5%, -4%, -4%, -12%, -8%
> Cc1ccc2nc3c(cc(C(=O)NCC4CCCO4)c(=N)n3CCCOC(C)C)c(=O)n2c1 (stereo unspecified)
    -12%, 4%, u, u, -7%, -1%, 7%, 2%
> O=C(Nc1ccccc1C(=O)NCc1ccco1)c1ccccc1
    -18%, -2%, -8%, 6%, -16%, -15%, x, -1%

# No enrichment for hits; about 8.5% have a hit in one of these screens.
